High-throughput results from PubChem BioAssay.
Tb PGK inh = inhibitors of T. brucei phosphoglycerate kinase; P07378; PGK/GAPDH coupled, Kinase-Glo luminescence, 60 min; Potency, µM (titrated, usually from 57.5 µM), inactives show top-dose activity change, negative = inhibition, actives largely listed as inhibitors; hit rate 0.043% among 380,000; AID 602233; note: % is set by controls: 0 for no effect and ±100 for the full control effect; nearly all actives have a fitted effect of over 60% in size
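Recombinant glycosomal PGK reaction used 1,3-bisphosphoglycerate generated in-well by GAPDH (100nM final) in 100mM TEA pH 7.6, 5mM MgCl2, 0.01% Tween-20. After 60 minutes at room temperature, ATP was read by Kinase-Glo Plus luminescence end-point.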
HP1b binding inh = inhibitors of HP1-beta chromodomain binding to methylated histone tails; P83916; AlphaScreen HP1-beta / biotin-H3K9me3 peptide binding; Potency, µM (highest dose often 114 µM), without a hit: top-dose activity change, negative = inhibition, actives largely listed as inhibitors; hit rate 0.56% among 390,000; note: nearly all actives have a fitted effect of over 70% in size; inactives centre near 23
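Compound inhibition of the preformed complex between 50 nM HP1-beta and 50 nM biotinylated H3K9me3 peptide was read by AlphaScreen. Buffer was PBS pH 7.4 with 0.01% Tween-20. Incubations ran 30 min at room temperature, with 10 ug/mL donor/acceptor beads.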
ERG Ets-DNA blk = ERG Ets/DNA interaction inhibition | P11308 | fluorescence polarization, His-ERG Ets domain / labelled DNA | Potency, µM (doses to about 76.9 µM), for the others: at the highest dose FP activity, negative = inhibition, hits mostly inhibitors | hit rate 0.028% among 370,000 | AID 624246; active = well fitted inhibition curve with a large enough effect in the polarisation, with a control signal flat; inconclusive = small, poorly fitted or top-dose-only effect, or effect the other way, or a change in a side signal; inactive = no such curve, though single readings can be large or run the other way; the % refers to the polarisation;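 note: polarization taken with two DNA probes labelled with fluorescein and Texas red; % of control where 0% means no effect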
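His-tagged ERG Ets domain (1 uM in the protein solution; 300mM KCl, 50mM Tris-HCl, 1mM EDTA, 1mM DTT, pH 7.5) received compound, then a probe mix of 5 nM fluorescein-DNA and 100nM Texas-615-DNA. Fluorescence polarization was read for both dyes.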
JMJD2A Tudor inh = inhibitors of human JMJD2A Tudor domain; Potency, µM (titrated, usually from 114 µM), for inactives: at the top dose activity change, negative = inhibition, hits mostly inhibitors; hit rate 4.4% among 390,000; O75164; AlphaScreen JMJD2A-Tudor / H3K4me3 peptide binding; note: % is set by controls: 0 for no effect and ±100 for the full control effect; nearly all actives have a fitted effect of over 50% in size
Target sequence (O75164 whole entry, looked up, the tested form may be a part): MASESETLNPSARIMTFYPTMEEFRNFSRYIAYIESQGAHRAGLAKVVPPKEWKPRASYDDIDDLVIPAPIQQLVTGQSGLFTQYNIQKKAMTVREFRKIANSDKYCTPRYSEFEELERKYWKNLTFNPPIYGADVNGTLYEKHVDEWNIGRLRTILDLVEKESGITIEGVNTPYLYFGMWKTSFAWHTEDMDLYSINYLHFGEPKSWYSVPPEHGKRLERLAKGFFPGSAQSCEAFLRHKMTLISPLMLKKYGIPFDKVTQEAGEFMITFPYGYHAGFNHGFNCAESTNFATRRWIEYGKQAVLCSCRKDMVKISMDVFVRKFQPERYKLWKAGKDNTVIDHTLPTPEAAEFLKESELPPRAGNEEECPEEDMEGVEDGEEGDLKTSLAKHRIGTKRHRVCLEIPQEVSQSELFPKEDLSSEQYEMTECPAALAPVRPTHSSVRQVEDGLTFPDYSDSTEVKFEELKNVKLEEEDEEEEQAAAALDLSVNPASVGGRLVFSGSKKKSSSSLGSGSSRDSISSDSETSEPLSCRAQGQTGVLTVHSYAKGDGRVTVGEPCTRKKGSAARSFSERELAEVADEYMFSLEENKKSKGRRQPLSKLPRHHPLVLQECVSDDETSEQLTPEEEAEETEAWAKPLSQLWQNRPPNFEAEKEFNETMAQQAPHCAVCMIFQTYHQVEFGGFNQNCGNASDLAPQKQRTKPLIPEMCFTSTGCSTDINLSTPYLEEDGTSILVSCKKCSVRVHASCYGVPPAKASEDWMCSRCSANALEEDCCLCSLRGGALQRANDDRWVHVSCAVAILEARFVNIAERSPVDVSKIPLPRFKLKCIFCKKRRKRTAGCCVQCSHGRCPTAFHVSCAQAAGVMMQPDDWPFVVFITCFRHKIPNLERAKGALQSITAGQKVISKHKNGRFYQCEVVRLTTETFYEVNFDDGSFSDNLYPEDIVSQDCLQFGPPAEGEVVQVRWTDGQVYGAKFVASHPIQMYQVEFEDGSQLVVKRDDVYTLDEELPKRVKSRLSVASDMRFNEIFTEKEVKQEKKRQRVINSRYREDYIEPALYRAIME
RGS4 inhibitor = blocks human RGS4-accelerated GTP hydrolysis. hit rate 0.039% among 390,000. AID 504845. Transcreener GDP fluorescence polarization, RGS4-accelerated GTP hydrolysis. Potency, µM (top dose mostly 114 µM), without a hit: at the highest dose activity change, negative = inhibition, most hits filed as inhibitors; note: % is set by controls: 0 for no effect and ±100 for the full control effect; nearly all actives have a fitted effect of over 75% in size; some results filed as inactive show a strong effect at the top dose
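MLSMR compounds (23 nl, pin-transferred) preincubated 10 min at room temperature with a 500nM (2x) first reagent, then RGS4 at 900nM (2x) plus Transcreener GDP mix added; fluorescence polarization (620/688 nm) read before and after 90 min at 30 °C.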
GLS inhibitor = inhibitors of human glutaminase (GLS); O94925; GLS enzymatic activity, qHTS titration; Potency, µM (series often up to 45.5 µM), without a hit: at the highest dose activity change, negative = inhibition, usual class: inhibitors; hit rate 0.21% among 410,000; AID 624170; note: % is set by controls: 0 for no effect and ±100 for the full control effect
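Read-out is an Amplex red fluorescence increase coupled through glutamate oxidase and HRP, measured before and after 30 min room-temperature incubation. hKGA is in 45 mM KH2PO4 (pH 8.2) with 0.02% Tween-20; glutamine added as 1mM solution.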
12-LOX inh = ALOX12 (human) lipoxygenase inhibition; purified 12hLO, xylenol orange hydroperoxide absorbance; Potency, µM (titrated, usually from 108 µM), without a hit: at the top dose activity change, negative = inhibition, hits mostly inhibitors; hit rate 1.1% among 580,000; AID 1671190; note: % is set by controls: 0 for no effect and ±100 for the full control effect
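Purified human 12hLO at 150 nM in 25 mM Hepes, 0.01% Triton X-100, pH 7.0, preincubated 15 min at room temperature with compound. Reaction started with 40 uM arachidonic acid, 30 min at room temperature. Hydroperoxide measured by Fe-xylenol orange, 573/405 nm absorbance ratio.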
Pin1 inhibitor = inhibitors of human Pin1; Potency, µM (doses to about 115 µM), without a hit: top-dose activity, negative = inhibition, usual class: inhibitors; Pin1 FP peptide displacement, HiFluor488, 10 min; Q13526; hit rate 0.009% among 390,000; active = well fitted inhibition curve with a large enough effect in the polarisation, with a control signal flat, not every such curve was filed as active; inconclusive = small, poorly fitted or top-dose-only effect, or effect the other way, or a change in a side signal; inactive = no such curve, though single readings can be large or run the other way; the % refers to the polarisation; note: % is set by controls: 0 for no effect and ±100 for the full control effect
TrxR1 inh = rat TrxR1 inhibition; Potency, µM (highest dose often 114 µM), inactives show top-dose activity change, negative = inhibition, actives largely listed as inhibitors; recombinant rTrxR1, NADPH fluorescence consumption, selenite substrate; hit rate 1% among 390,000; O89049; AID 588453; note: % is set by controls: 0 for no effect and ±100 for the full control effect; nearly all actives have a fitted effect of over 65% in size
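Rat TrxR1 (90 nM in the dispensed reagent) was pre-reduced with 400 uM NADPH for 5 min at room temperature, then incubated with compound for 15 min. After 400 uM selenite was added, NADPH fluorescence (Ex 340/Em 450 nm) was followed for 8 min.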
Active calls of the source: *; i = inactive; u = inconclusive; x = no result given; & = joins results of further samples; [ ] = remark or other dose. Unless noted, calls come from the whole dose curve; as a rule, active = well fitted curve in the direction sought with a large enough effect; inconclusive = small, poorly fitted or top-dose-only effect, or another doubt; inactive = no such curve, though single readings can be large; an effect the other way counts as inactive or inconclusive. Potency is the fitted concentration of half-maximal effect. Some of the compounds tested; rates above refer to the full screens.

Molecule | 12-LOX inh | RGS4 inhibitor | TrxR1 inh | Pin1 inhibitor | ERG Ets-DNA blk | JMJD2A Tudor inh | Tb PGK inh | GLS inhibitor | HP1b binding inh
O=C(CSc1nnc(Nc2ccccc2)s1)NCc1cccs1 | -17.4% | 18.4% | -9.5% | -4.0% | -1.5% | -4.5% | i | 6.0% | 30.6%
COC(=O)c1ccc(N=C2SCC(=O)N2C)cc1 | -17.7% | 17.4% | -12.6% | -9.3% | 7.5% | -9.6% | -3.5% | 5.8% | 23.1%
CN1CCN(C(=O)C2CCCN(S(=O)(=O)c3ccc(F)cc3)C2)CC1 (configuration not stated) | u | -22.5% | 7.2% | -11.1% | 19.2% | 5.62µM* | -10.1% | -13.3% | u
CCCCCCCc1c(O)nc(SCCN2CCOCC2)[nH]c1=O | -6.9% | 2.6% | 11.6% | -8.3% | -9.7% | -7.4% | -1.2% | 14.3% | 45.0%[activator]
CC(Sc1nc(N)cc(N)n1)C(=O)NCCC1=CCCCC1 (configuration not stated) | -0.8% | -3.1% | 25.1% | -2.9% | -12.4% | 4.4% | -5.0% | -6.3% | 38.6%
Cc1nnc(SCC2=C(C(=O)O)N3C(=O)C(NC(=O)COc4ccccc4)C3SC2)s1 (configuration not stated) | u | u | 7.94µM* | x | 1.7% | u | -7.3% | -5.9% | u
CC(NC(=O)c1cccs1)C(c1cccs1)N1CCN(c2ccccc2)CC1 (configuration not stated) | -21.5% | -10.5% | 24.2%[57.1 µM] | -0.4% | 6.9% | -32.1% | -1.5% | 4.5% | 10.6%
CC(=O)c1ccc(OCC(=O)NCc2ccc(F)cc2)cc1 | 330.5%[activator] | 12.3% | -4.0% | -9.8% | -0.4% | -9.4% | 2.3% | 12.8% | 28.0%
COc1ccccc1OCCOc1ccc(C(=O)c2ccccc2)cc1 | -25.3% | -5.2% | 20.6% | 20.5% | -2.3% | 54.9%[activator] | 4.7% | -1.8% | 121.7%[activator]
Nc1nnc(SCC(=O)Nc2ccccc2C(F)(F)F)s1 | 3.1% | -4.6% | 34.8% | -8.5% | 6.3% | -24.9% | -5.1% | -1.5% | 73.4%[activator]
CN1CCN(CCC(=O)Nc2ccc(Br)cc2)CC1 | -15.5% | -9.3% | 10.4%[57.1 µM] | 2.9% | -1.3% | -1.4% | -0.4% | 2.2% | 25.7%
O=C(/C=C/c1cccs1)Nc1nncs1 | 4.3% | -16.7% | -14.0% | 5.1% | 12.2% | 7.4% | 3.2% | -4.2% | 29.3%
Cc1ncsc1CCC(=O)N1CCCC(Nc2ccc(F)c(F)c2)C1 (configuration not stated) | 12.0% | 1.7% | -1.3% | 1.3% | -6.9% | -4.1% | -2.8% | -5.3% | 25.8%
Cc1cc(C)n(-c2n[nH]c(C)c2[N+](=O)[O-])n1 | -3.6% | -19.8% | 24.7%[57.1 µM] | -7.8% | -5.6% | -12.5% | -3.3% | -7.6% | 25.9%
COc1ccc(NC(=O)c2ccc(NC(=O)COC(=O)CC(NC(=O)c3ccccc3Cl)c3ccccc3)cc2)cc1 (configuration not stated) | u | -6.9% | 5.9% | 34.7%[activator] | -1.8% | -20.5% | i | -10.8% | 8.4%
Nc1cc(-c2ccc(Br)cc2)nn1Cc1ccccc1 | -0.2% | -13.1% | 6.6%[57.1 µM] | -1.5% | 1.1% | -27.6% | -1.1% | -13.0% | -2.1%
CC(C(=O)NCC1CCCCC1)N1CCc2ccccc2C1 (configuration not stated) | 35.0%[activator] | 21.7% | 12.1%[57.1 µM] | 3.3% | -4.1% | -7.8% | 14.4% | 2.3% | 5.4%
Cc1ccc(CNC(=O)CN(C2CCCCC2)S(C)(=O)=O)cc1 | 0.0% | -22.5%[11.4 µM] | -6.3% | 2.0% | 0.5% | 9.9%[11.4 µM] | -3.7% | -4.9% | 57.3%[activator]
CC(OC(=O)Cc1coc2cc3c(cc12)CCC3)C(=O)NC(N)=O (configuration not stated) | -7.8% | 40.8% | 7.0% | 1.8% | 9.2% | -1.4% | 0.3% | 2.6% | 32.2%
COc1cc(NC(=O)c2noc3c2CCc2ccccc2-3)cc(OC)c1OC | -4.9% | -11.7% | -5.6% | 2.6% | 2.6% | -31.7% | i | -6.3% | 50.9%[activator]
O=C1c2ccc([N+](=O)[O-])cc2C(=O)N1Cc1cccnc1 | -6.5% | 0.7% | -22.0% | -3.0% | -0.5% | -10.3% | -5.0% | -1.9% | 35.9%
CC(=O)Nc1ccc(C(=O)COC(=O)c2cc(C)oc2C)c(F)c1 | -6.6% | -3.6% | -11.4% | 15.0% | 13.0% | -31.3% | 7.8% | 0.1% | 23.7%
COc1ccc2c(C)c(CC(=O)N3C[C@H]4C[C@@H](C3)c3cccc(=O)n3C4)c(=O)oc2c1OC | 10.4% | 0.1% | -8.2% | 8.3% | -6.3% | -11.6% | i | 1.0% | 30.9%
CC(C)CCNC(=O)c1cn(C)c2ccc(S(=O)(=O)N3CCCC3)cc2c1=O | -2.8%&3.1% | -2.5%&-15.9% | 3.2%&13.5% | 0.4%&-0.7% | 3.0%&-4.3% | -3.6%&-2.3% | 6.5%&-11.3% | -15.7%&-0.5% | 18.3%[57 µM]
O=C1OCCC1Sc1nnc(-c2ccccc2Cl)n1Cc1ccccc1 (configuration not stated) | 13.6% | -33.1% | -9.1% | 12.4% | x | -4.8% | -7.6% | 0.7% | 45.7%[activator]
COc1ccc(OC)c(/C=N/NC(=O)CCN2CCN(C(c3ccccc3)c3ccccc3)CC2)c1 | 1.0% | -9.0% | 27.2%[57.1 µM] | -2.2% | 8.2% | u | 0.6% | 19.4% | -17.1%
COc1ccc(CNc2nc(SCc3ccccc3Cl)nc3ccccc23)cc1 | u | u | 15.4%[57.1 µM] | -0.5% | 0.7% | -19.7% | -7.4% | 1.9% | 12.1%
c1cncc(-c2nnc3sc(-c4ccco4)nn23)c1 | 0.0% | -35.9% | 11.0% | 0.2% | 7.3% | 10.4% | -17.5% | 2.0% | 49.8%
Cc1cc(C)n(C(C)CNS(=O)(=O)c2ccc(C)c(C)c2)n1 (configuration not stated) | u | 23.9% | -9.4% | -9.6% | 19.3% | -8.9% | -10.1% | -1.0% | 1.4%
CCNc1nc(C)nc2c1cnn2C | 3.9% | -6.6% | 22.2%[57.1 µM] | 11.1% | -0.8% | -11.0% | -4.6% | -2.2% | 14.0%
CC(C)C(=O)NC(C)C(c1cccs1)N1CCOCC1 (configuration not stated) | 19.0% | 12.2% | 14.3% | 1.3% | 0.7% | -19.7% | -3.2% | 0.4% | 7.0%
C=CC[C@@H](CC(=O)N(CCO)Cc1ccccc1)C(=O)N[C@@H](COC(=O)[C@H](CC=C)CC(=O)OC(C)(C)C)Cc1c[nH]c2ccccc12 | -11.1% | -15.8% | 10.4% | u | 4.1% | -34.3% | 5.4% | -3.5% | 2.5%
COc1ccc(S(=O)(=O)N2CCOC2CNC(=O)C(=O)NCCc2ccccc2)cc1OC (configuration not stated) | 6.5% | 12.2% | 0.8%[57.1 µM] | 2.1% | -13.1% | -16.2% | -2.5% | -0.9% | 18.1%
CC(=O)c1c(C)[nH]c(C(=O)N(C)C(c2ccccc2)c2ccccc2)c1C | -8.4% | -13.6% | 13.5%[57.1 µM] | 5.6% | 8.7% | -11.3%[11.4 µM] | 4.5% | -2.0% | 4.7%
CN(Cc1c(C(=O)N/N=C/c2cccs2)nnn1-c1nonc1N)c1ccccc1 | 10.1% | 4.1%[56.9 µM] | 23.4%[57.1 µM] | 4.2% | 4.0% | u | i | 23.2% | 24.5%
COc1ccccc1OCC(=O)NCC1CCCN(Cc2cnn(C)c2C)C1 (configuration not stated) | i | -5.4% | 3.6% | -3.9% | -7.0% | -3.4% | -5.8% | 5.9% | 23.9%
CCOC(=O)c1c(C)[nH]c(C(=O)N2CCCC(C(=O)c3ccccc3OC)C2)c1C (configuration not stated) | -12.6% | -7.9% | 2.5% | 1.8% | 0.3% | -12.1% | -9.8% | -1.0% | 15.7%
O=C(O)C1C2CCC(C2)C1C(=O)Nc1cccc([N+](=O)[O-])c1 (configuration not stated) | -2.0% | 1.6% | 11.9% | -3.4% | -6.5% | -10.6% | 0.4% | -6.0% | 29.1%
Cc1c(CCOC(=O)c2cc([N+](=O)[O-])ccc2Cl)sc[n+]1CCCCS(=O)(=O)[O-] | -9.9% | -2.2% | 12.8%[11.4 µM] | -7.8% | -4.8% | -24.8% | -6.3% | -1.2% | 25.3%
CC(C)(CNC(=O)CO/N=C1/C=C2CCC3C(C(O)C[C@@]4(C)C3CC[C@]4(O)C(=O)CO)[C@@]2(C)CC1)C(O)C(=O)O (some centres not stated) | -0.5% | 20.2% | 15.3% | -5.2% | 4.7% | -20.4% | i | 2.9% | 19.1%
CCOc1cc(/C=N/NC(=O)CCCC(=O)NC2CCCCC2)ccc1O | -14.8% | 33.5% | -15.0% | 0.3% | -8.7% | -9.9% | 5.2% | 20.6% | 12.3%
Cc1cccc(NC(=O)c2ccco2)c1C | 4.3% | 3.9% | 22.2% | -8.0% | 11.8% | -11.1% | -2.2% | -3.0% | 18.9%
